FXIIa inh – blocks human coagulation factor XIIa activity. P00748. 0.2% of 33,000 active. purified human FXIIa, AMC substrate fluorescence, 2 h. inhibition, % at 10 µM; in the data active means inhibition above about 30%;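 further: 0% = enzyme with vehicle only and 100% = no enzyme blank; many of its hits are not listed in these tables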
FXIa single inh – blocks human coagulation factor XIa activity; purified human FXIa, fluorogenic AMC substrate cleavage; 0.3% of 33,000 active; inhibition, % at 10 µM; P03951;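 active means inhibition above 40% in the primary screen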;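 further: 0% = enzyme without compound and 100% = blank wells lacking enzyme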
Target sequence (P03951 19-387 limits assumed): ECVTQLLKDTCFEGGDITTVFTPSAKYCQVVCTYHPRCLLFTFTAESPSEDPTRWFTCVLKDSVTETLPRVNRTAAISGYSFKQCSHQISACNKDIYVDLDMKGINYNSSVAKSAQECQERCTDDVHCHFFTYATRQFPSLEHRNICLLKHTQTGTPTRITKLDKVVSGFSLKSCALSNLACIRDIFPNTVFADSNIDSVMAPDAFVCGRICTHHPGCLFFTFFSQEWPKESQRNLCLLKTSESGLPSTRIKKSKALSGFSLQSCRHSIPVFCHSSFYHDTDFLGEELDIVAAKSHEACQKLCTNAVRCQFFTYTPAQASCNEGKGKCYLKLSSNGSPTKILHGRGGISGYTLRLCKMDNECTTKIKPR
Target sequence (P03951 388-625 limits assumed): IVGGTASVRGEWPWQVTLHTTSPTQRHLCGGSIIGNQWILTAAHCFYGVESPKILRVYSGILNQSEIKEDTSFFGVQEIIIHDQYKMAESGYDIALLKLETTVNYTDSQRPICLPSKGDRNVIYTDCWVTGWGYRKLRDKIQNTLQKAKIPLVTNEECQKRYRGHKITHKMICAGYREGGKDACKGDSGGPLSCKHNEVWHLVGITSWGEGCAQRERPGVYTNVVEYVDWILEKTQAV
An asterisk follows results filed as active. Only part of the results is shown. The share of hits here may be higher or lower than overall.

Values in the order – FXIIa inh, FXIa single inh
1) C=CCNC(=S)NNC(=O)C(CCCC)CC(C)O (stereo not drawn)
    5.0, -11.2
2) CCc1ccc(CCC(=O)Nc2sc(C)c(C)c2C(=O)OC)o1
    2.4, -4.0
3) C=CCn1c(SCC(=O)Nc2cc(C)c(Cl)cc2OC)nnc1-c1ccco1
    5.4, -1.1
4) CCOc1ccc(NCCC#N)cc1
    1.0, 3.5
5) C=CCn1c(=O)c2c3c(sc2n2c(Nc4ccc(C(=O)OCC)cc4)nnc12)CCCC3
    -1.5, -1.1
6) CC(C)(C)Nc1nc(NC(C)(C)C)nc(-n2ccnc2)n1
    1.6, -1.6
7) CC(=O)Nc1ccc2c(c1)nc(CCN1CCC(C)CC1)n2C
    8.3, -4.8
8) CC(CCc1ccco1)NC(=O)Nc1cccc(F)c1 (stereo not drawn)
    -6.0, -3.4
9) Cc1cc(C)cc(C(=O)N(c2ccccn2)C(C)c2ccco2)c1 (stereo not drawn)
    7.8, -11.1
10) CC1CCC(NC(=O)Cn2c3c(c(-c4ccccc4Cl)cc2=O)CCC3)CC1 (stereo not drawn)
    0.1, 1.5
11) Cc1nnc(-c2cnn(C)c2N)n1Cc1ccc(Cl)cc1
    7.9, -7.2
12) COc1ccc(OC)c(-c2cc(C3CCN(c4ncccc4[N+](=O)[O-])CC3)[nH]n2)c1
    2.1, 1.5
13) O=C(O)c1cc(S(=O)(=O)N2CCCCCC2)c(Cl)cc1Cl
    9.2, -0.7
14) C=CCn1c(SCC(=O)NC2CCCCC2)nnc1C1CCCCC1
    -11.8, 26.6
15) Cc1nn(CC#N)c(=O)n1-c1ccccc1
    1.0, -1.8

Entries shown so far with sulfur:
Values in the order – FXIIa inh, FXIa single inh
1) C=CCNC(=S)NNC(=O)C(CCCC)CC(C)O (stereo not drawn)
    5.0, -11.2
2) CCc1ccc(CCC(=O)Nc2sc(C)c(C)c2C(=O)OC)o1
    2.4, -4.0
3) C=CCn1c(SCC(=O)Nc2cc(C)c(Cl)cc2OC)nnc1-c1ccco1
    5.4, -1.1
5) C=CCn1c(=O)c2c3c(sc2n2c(Nc4ccc(C(=O)OCC)cc4)nnc12)CCCC3
    -1.5, -1.1
13) O=C(O)c1cc(S(=O)(=O)N2CCCCCC2)c(Cl)cc1Cl
    9.2, -0.7
14) C=CCn1c(SCC(=O)NC2CCCCC2)nnc1C1CCCCC1
    -11.8, 26.6

Next section:
Values in the order – FXIIa inh, FXIa single inh
16) CC1=CC(=NOC(=O)c2cccc([N+](=O)[O-])c2)C=C(C)C1=O
    51.2*, 7.9
17) CCC(=O)N1CCc2cc(S(=O)(=O)NCCN3CCC(C)CC3)ccc21
    12.8, -5.5
18) C=CCNC(=O)CCCOc1ccc(C)cc1
    10.6, 9.3
19) O=C(O)CSc1c[nH]c2ccccc12
    7.3, -4.2
20) Cc1c(Cl)cccc1-n1c(SCC(=O)N(C)Cc2ccccc2)nnc1-c1ccncc1
    -7.5, 19.7
21) C=CCn1c(SCc2ccc(C#N)cc2)nnc1-c1ccc(C)cc1
    8.0, -2.8
22) C=CCNC(=S)NNC(=O)CCC(O)CCCCC (stereo not drawn)
    -1.1, -1.0
23) C=CCn1c(Cc2ccc(OC)cc2)nnc1SCC(N)=O
    4.1, 26.6
24) CN(C)C(=O)NC(O)C(Cl)Cl (stereo not drawn)
    5.2, 9.1
25) Cc1ccc(Nc2nc(N)nc(CSc3nnc(-c4ccncc4)o3)n2)cc1
    -0.7, -1.8
26) CC(=O)Oc1ccc2oc(/C=C/N(C)C)c([N+](=O)[O-])c2c1
    8.7, -4.0
27) Nc1[nH]c(=O)ncc1F
    6.0, -3.3
28) COC(=O)c1ccc(Oc2c(C(F)(F)F)oc3c(CN4CCN(C)CC4)c(O)ccc3c2=O)cc1
    6.4, -5.4
29) Cc1cccc(NC(=O)C2CCCC2)c1
    7.5, 3.0
30) CN(C)c1ccnc(-n2cccc2/C=N/OCc2cccc(F)c2)c1C#N
    -11.9, 14.2

(cont.)
Values in the order – FXIIa inh, FXIa single inh
31) CS(=O)(=O)N1N=C(c2ccc(Cl)cc2)CC1c1cccs1 (stereo not drawn)
    -4.8, -2.3
32) COC(=O)CN1C(=O)C(O)(CC(=O)c2ccc(C)o2)c2ccccc21 (stereo not drawn)
    2.4, -2.7
33) COc1cccc(C(=O)Nc2c3c(nn2-c2cccc(C)c2C)CS(=O)(=O)C3)c1OC
    -9.9, 0.0
34) CC(=O)Nc1ccc(NCC(O)COc2ccccc2)cc1 (stereo not drawn)
    -8.3, 2.3
35) Cc1ccc(Oc2cc(C#N)c(C#N)cc2-n2nnc3ccccc32)cc1C
    5.1, -10.3
36) C#CCN1C(=O)C2C(C(=O)NC)C3C=CC2(O3)C1C(=O)NCc1ccc(OC)cc1 (stereo not drawn)
    3.9, 1.6
37) CCc1ccc(Nc2nnc(SCc3cc(=O)n4ccsc4n3)s2)cc1
    11.0, 2.2
38) CC(NS(=O)(=O)c1ccc(CCC(=O)NCc2cccnc2)cc1)c1ccccc1 (stereo not drawn)
    1.7, 2.5
39) Oc1ccccc1-c1nc(N2CCCC2)c2ccccc2n1
    5.4, 1.5
40) O=C(O)c1cccc(N2C(=O)C3CC=CCC3C2=O)c1 (stereo not drawn)
    2.2, -2.2
41) CCN(CC)S(=O)(=O)c1cc(C(=O)N2CCc3ccccc32)ccc1Cl
    -5.7, -1.4
42) CC(C)c1ccc(N(CC(=O)Nc2ccc(S(=O)(=O)N3CCOCC3)cc2)S(C)(=O)=O)cc1
    3.7, -0.9
43) Cc1cc(OCC(C)C)ccc1/C(O)=C1/C(=O)C(=O)N(Cc2cccnc2)C1c1ccncc1 (stereo not drawn)
    5.5, -3.4
44) Cc1ccccc1-n1nc(C(=O)O)cc1-c1ccccc1
    2.1, -9.5
45) Cc1cc(C)cc(NC(=O)NC2CCN(CC(=O)Nc3c(C)cc(C)cc3C)CC2)c1
    6.1, -3.8

Additional compounds.
Values in the order – FXIIa inh, FXIa single inh
46) CCOc1ccc(NC(=O)N(C2CCCCC2)C(C)c2cccnc2)cc1 (stereo not drawn)
    -19.2, -13.7
47) O=C(Nc1ncc(Cl)cn1)c1cccs1
    5.4, -4.8
48) CCCCNC(=O)Cc1coc2ccc3ccccc3c12
    4.7, 6.9
49) O=c1cc(-c2ccccc2)c2ccc(O)c(CN3CCCCC3)c2o1
    2.1, 1.4
50) O=C(N1CCOCC1)N(CCN1CCOCC1)Cc1cccc(Cl)c1
    -1.6, -4.8
51) CC(C)(C)c1nc2ccccc2c(=O)n1N1C(=O)c2ccccc2C1=O
    8.0, 2.7
52) O=C(NCCO)c1cccc(S(=O)(=O)N2CCCCC2)c1
    9.6, 0.3
53) Cc1c(Br)c([N+](=O)[O-])nn1CC(=O)NCc1cccnc1
    -1.6, 0.1
54) CC1CN(C(=O)CSc2nnc3c(Cl)cc(Cl)cn23)CC(C)O1 (stereo not drawn)
    4.8, -6.9
55) Cc1cc(C(=O)CSc2nn3c(=O)c(C(C)(C)C)nnc3s2)c(C)n1-c1ccc(F)cc1
    5.4, 4.3
56) CCOCCCNC(=O)C(NC(=O)c1ccc(=O)[nH]c1)c1ccc(C)cc1 (stereo not drawn)
    -13.5, -16.2
57) COc1ccc(CNc2nc3c(c(=O)n(Cc4ccc(Cl)cc4)c(=O)n3C)n2C)cc1
    8.5, -1.0
58) CCOc1ccccc1C(C(=O)NC1CCCC1)N(Cc1ccco1)C(=O)CNC(=O)c1ccco1 (stereo not drawn)
    -12.0, -1.4
59) NC(=O)c1sc2nc(N3CCOCC3)c3c(c2c1N)CCCC3
    -3.6, -4.0
60) O=C(CCCCCn1c(=O)[nH]c2ccsc2c1=O)NCc1ccc(F)cc1
    -11.0, 15.8

Structures above that have two or more sulfur atoms (4):
Values in the order – FXIIa inh, FXIa single inh
31) CS(=O)(=O)N1N=C(c2ccc(Cl)cc2)CC1c1cccs1 (stereo not drawn)
    -4.8, -2.3
37) CCc1ccc(Nc2nnc(SCc3cc(=O)n4ccsc4n3)s2)cc1
    11.0, 2.2
42) CC(C)c1ccc(N(CC(=O)Nc2ccc(S(=O)(=O)N3CCOCC3)cc2)S(C)(=O)=O)cc1
    3.7, -0.9
55) Cc1cc(C(=O)CSc2nn3c(=O)c(C(C)(C)C)nnc3s2)c(C)n1-c1ccc(F)cc1
    5.4, 4.3

FXIIa inh, entries above that show a hit.
Values in the order – FXIIa inh, FXIa single inh
16) CC1=CC(=NOC(=O)c2cccc([N+](=O)[O-])c2)C=C(C)C1=O
    51.2*, 7.9

Next results follow.
Values in the order – FXIIa inh, FXIa single inh
61) CC(C)NS(=O)(=O)c1ccc(CCC(=O)NCc2cccnc2)cc1
    5.9, -3.0
62) O=S(=O)(c1ccc(Br)cc1)N1CCCN(Cc2ccccc2F)CC1
    -8.7, 14.1
63) COc1ccc(C(=O)Nc2nc(-c3ccc(S(=O)(=O)N4CCOCC4)cc3)cs2)cc1
    -1.1, 4.2
64) CCN(CC)C(=O)CSc1nnc(-c2ccco2)o1
    -9.3, -1.3
65) COC(=O)[C@@H](NC(=O)Nc1cccc(OC)c1)C(C)C
    6.5, -10.0
66) COc1ccc(CCNC(=O)c2ccc(CS(=O)(=O)c3ccc(C)cc3)o2)cc1OC
    14.5, 6.9
67) CS(=O)(=O)c1ccc2c(c1)SC1=NC(=O)/C(=C/c3ccco3)C(=N)N12
    -9.4, 30.2
68) CC(C)c1ccc(NC(=O)N(CCc2nc3ccccc3[nH]2)C2CCCC2)cc1
    7.2, 8.8
69) COc1nc2ccccc2cc1-c1noc(-c2cccnc2)n1
    1.9, 5.7
70) Cc1ccc(CN2CC(C(=O)Nc3cc(S(C)(=O)=O)ccc3Cl)CC2=O)cc1 (stereo not drawn)
    8.2, 2.8
71) O=C(C1=C(O)C(=O)N(c2ncccn2)C1c1ccc(Cl)c(Cl)c1)c1ccco1 (stereo not drawn)
    -13.9, 3.6
72) CC1Cc2ccccc2N1S(=O)(=O)c1cccc(C(=O)OCC(=O)NC2CCS(=O)(=O)C2)c1 (stereo not drawn)
    2.7, 1.6
73) Cc1ccc(C)c(S(=O)(=O)NC(CCC(N)=O)C(=O)O)c1 (stereo not drawn)
    2.3, 0.5
74) O=C(NCC(c1cccnc1)N1CCN(c2ccc(F)cc2)CC1)c1ccccc1 (stereo not drawn)
    6.8, -2.6
75) N=c1c(C(=O)NC2CCCC2)cc2c(=O)n3ccccc3nc2n1CCN1CCOCC1
    -33.2, -3.3

Additional compounds follow.
Values in the order – FXIIa inh, FXIa single inh
76) CSc1ccccc1NC(=O)c1ccc(Cl)s1
    -4.2, 5.6
77) O=S(=O)(N1CCCCCC1)N1CCN(S(=O)(=O)N2CCOCC2)CC1
    4.0, -3.5
78) Cc1ccc(OCCCN2C(=O)C(=O)c3cccc(C)c32)cc1
    -2.4, -8.2
79) O=C(Nc1ccc(F)cc1)N1CCN(c2ccc3nnc(-c4ccc(F)cc4)n3n2)CC1
    4.1, -0.4
80) Cc1ccccc1N(Cc1ccccc1F)S(C)(=O)=O
    -1.1, -11.5
81) Cc1cc(NC(=O)c2cnn3c(C(F)(F)F)cc(-c4ccc(Br)cc4)nc23)no1
    -11.1, 24.9
82) COc1ccc(S(=O)(=O)N2CCC(C(=O)NC3CC3)CC2)cc1Cl
    -0.8, -1.3
83) CCCCOc1ccccc1C(=O)NCCCC(=O)O
    11.6, 5.1
84) O=C(CC1CCCCC1)NC1CCCC1
    4.0, 6.1
85) Cc1ccc(C)c(NC(=O)CSc2nnc(CCNC(=O)OC(C)(C)C)o2)c1
    6.5, -2.6
86) O=C(c1ccccc1)c1cccc(NC(=O)c2ccc(Br)o2)c1
    3.4, -4.7
87) O=C(Nc1cccc(-c2csc(-c3ccccc3)n2)c1)c1cccs1
    12.5, -5.3
88) Cn1cc(C(=O)c2ccc(Cl)cc2Cl)cc1C(=O)N/N=C(\N)COc1ccc(F)cc1
    4.3, 6.7
89) CCSc1nnc(NC(=O)C2C3C=CC(C3)C2C(=O)O)s1 (stereo not drawn)
    -1.6, -0.3
90) Cc1cc2cc(CNC(=O)c3ccc(S(=O)(=O)N4CCCCC4)cc3)ccc2n1C
    3.9, -2.5

Entries above with an NH in an aromatic ring:
Values in the order – FXIIa inh, FXIa single inh
12) COc1ccc(OC)c(-c2cc(C3CCN(c4ncccc4[N+](=O)[O-])CC3)[nH]n2)c1
    2.1, 1.5
19) O=C(O)CSc1c[nH]c2ccccc12
    7.3, -4.2
27) Nc1[nH]c(=O)ncc1F
    6.0, -3.3
56) CCOCCCNC(=O)C(NC(=O)c1ccc(=O)[nH]c1)c1ccc(C)cc1 (stereo not drawn)
    -13.5, -16.2
60) O=C(CCCCCn1c(=O)[nH]c2ccsc2c1=O)NCc1ccc(F)cc1
    -11.0, 15.8
68) CC(C)c1ccc(NC(=O)N(CCc2nc3ccccc3[nH]2)C2CCCC2)cc1
    7.2, 8.8

The results go on.
Values in the order – FXIIa inh, FXIa single inh
91) O=C1[C@H]2[C@@H](C(=O)N1c1cccc3ccccc13)C1(C(=O)c3ccccc3C1=O)N1CCC[C@@H]21
    3.8, -9.3
92) O=C1/C(=C\c2ccccn2)SC(=S)N1Nc1ncc(C(F)(F)F)cc1Cl
    28.3, 0.1
93) CCC1(C)Cc2ccccc2-c2nc(NCCCO)n(-c3ccccc3)c(=O)c21 (stereo not drawn)
    -30.0, 18.8
94) COC(=O)C(C)Sc1nc2c(cnn2-c2ccccc2)c(=O)[nH]1 (stereo not drawn)
    -19.2, -11.0
